# From PubChem BioAssay
# Bim-Mcl-1: inhibitors of Bim-Mcl-1 interaction, human; AID 1009; inhibition, % at 10 µM; Q07820; 190,000 compounds, 0.1% hits; Bead-based flow cytometry, Bim peptide-Mcl-1 binding;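 also: 0% = no compound tracer wells and 100% = peptide blocker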
# Target sequence (Q07820 whole entry, looked up): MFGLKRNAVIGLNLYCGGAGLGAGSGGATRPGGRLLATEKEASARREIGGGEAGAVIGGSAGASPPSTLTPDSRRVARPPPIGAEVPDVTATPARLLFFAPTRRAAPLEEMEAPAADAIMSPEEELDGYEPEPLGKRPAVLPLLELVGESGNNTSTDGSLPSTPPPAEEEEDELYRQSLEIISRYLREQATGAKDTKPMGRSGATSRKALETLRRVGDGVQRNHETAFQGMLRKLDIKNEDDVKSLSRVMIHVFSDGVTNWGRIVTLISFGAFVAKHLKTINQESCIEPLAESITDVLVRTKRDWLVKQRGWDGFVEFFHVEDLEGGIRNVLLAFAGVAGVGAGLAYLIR
# GSH bead fluor: GSH bead compound fluorescence profile. GSH beads flow cytometry, compound fluorescence 488/530 nm; active compounds read high. fluorescence (KMESF) at 10 µM. 190,000 compounds, 0.25% hits; in the data active = fluorescence above about 89;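 also: glutathione beads carrying GST-tagged Bcl family fusion proteins plus one bare bead set; values are compound well signal with DMSO vehicle wells as background; inactives centre near 16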
# Bcl-2 Bim block: inhibitors of Bim-Bcl-2 interaction, human | P10415 | Bead-based flow cytometry, Bim peptide-Bcl-2 binding | inhibition, % at 10 µM | 190,000 compounds, 0.06% hits; in the data active = inhibition above about 40%; inconclusive = no clear call, values can overlap the other calls;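 also: 0% = no compound wells with probe peptide and 100% = reference peptide inhibitor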
# Bim-Bcl-B: human Bim-Bcl-B interaction inhibition. Q9HD36. bead-based flow cytometry, Bim peptide-Bcl-B binding. inhibition, % at 10 µM. 190,000 compounds, 0.073% hits;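 also: 0% = tracer peptide without compound and 100% = reference inhibitor peptide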
# RGS7-Gao reg: human RGS7-Galphao interaction regulation | binding response (% of control), % at 10 µM | P09471 | Multiplexed bead flow cytometry, RGS7-Galphao binding; actives lie on both sides | 220,000 compounds, 0.35% hits | AID 1439; in the data active = binding response below about 49% or above about 150%; inconclusive = no clear call, values can overlap the other calls; inactive = in between;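 also: fluorescent Galphao held in activated GDP-AlF4 state binding bead-coupled RGS7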
# Target sequence (P09471 whole entry, looked up): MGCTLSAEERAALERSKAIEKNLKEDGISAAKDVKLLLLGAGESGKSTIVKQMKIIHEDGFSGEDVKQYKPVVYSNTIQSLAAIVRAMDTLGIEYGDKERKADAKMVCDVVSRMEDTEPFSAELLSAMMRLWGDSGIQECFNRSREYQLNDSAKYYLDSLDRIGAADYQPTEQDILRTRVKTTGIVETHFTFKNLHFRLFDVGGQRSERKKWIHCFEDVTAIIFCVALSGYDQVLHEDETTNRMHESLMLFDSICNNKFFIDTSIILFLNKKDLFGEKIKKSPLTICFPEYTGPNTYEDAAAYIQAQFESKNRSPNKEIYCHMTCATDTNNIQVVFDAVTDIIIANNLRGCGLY
# RGS8-Gao: modulates binding of RGS8 to human Galphao; P09471; multiplexed bead flow cytometry; actives lie on both sides; response (percent of control binding), % at 10 µM; 220,000 compounds, 0.34% hits; AID 1423; in the data active = response below about 60% or above about 140%; inactive = in between;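 also: Galphao activated as the GDP aluminium fluoride complex binding bead-coupled RGS8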
# Bcl-W Bim block: human Bim-Bcl-W interaction inhibition. inhibition, % at 10 µM. 190,000 compounds, 0.02% hits. bead-based flow cytometry, Bim peptide-Bcl-W binding;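 also: 0% = bound tracer without compound and 100% = peptide blocker; higher means less fluorescent Bim peptide bound to Bcl-W beads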
# Target sequence (Q92843 whole entry, looked up): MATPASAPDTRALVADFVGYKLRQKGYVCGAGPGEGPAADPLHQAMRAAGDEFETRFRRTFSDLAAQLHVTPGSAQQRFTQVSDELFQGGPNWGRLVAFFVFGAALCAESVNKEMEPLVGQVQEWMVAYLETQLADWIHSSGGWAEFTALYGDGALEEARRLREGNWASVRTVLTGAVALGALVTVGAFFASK
# Bcl-XL Bim block: human Bim-Bcl-XL interaction inhibition. inhibition, % at 10 µM. 190,000 compounds, 0.04% hits. Bim peptide-Bcl-XL binding, bead flow cytometry, fluorescence. AID 1007
# RGS4-Gao reg: human RGS4-Galphao interaction regulation; P09471; 220,000 compounds, 0.33% hits; binding response (% of control), % at 10 µM; Multiplexed bead flow cytometry, RGS4-Galphao binding; actives lie on both sides; AID 1415; in the data active = binding response below about 49% or above about 150%; inactive = in between;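 also: fluorescent Galphao activated with aluminum fluoride binding bead-coupled RGS4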
# Mcl1-Bid inh: disrupts binding of human Mcl-1 to Bid peptide. Q07820. TR-FRET Mcl-1/Bid-Dy647 peptide binding, 1536-well. inhibition, % at 21.7 µM. 220,000 compounds, 0.97% hits. AID 1021;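 active = compounds that cut the binding signal by more than half at the single screening dose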;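 also: His-tagged Mcl-1 with europium anti-His antibody binding Bid BH3 peptide; 0% = Mcl-1 plus peptide wells and 100% = peptide-only wells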
# Bim-Bfl-1: human Bim-Bfl-1 interaction inhibition; inhibition, % at 10 µM; 190,000 compounds, 0.12% hits; AID 1008; Bead-based flow cytometry, Bim-Bfl-1 binding inhibition; Q16548;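 also: 0% = wells without compound plus tracer and 100% = blocker peptide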
# * = called active by the depositor; u = inconclusive; x = not tested or not shown. Rule as the data show it, unless noted: active = inhibition above about 40%.
SMILES,Bim-Mcl-1,GSH bead fluor,Bcl-2 Bim block,Bim-Bcl-B,RGS7-Gao reg,RGS8-Gao,Bcl-W Bim block,Bcl-XL Bim block,RGS4-Gao reg,Mcl1-Bid inh,Bim-Bfl-1
Cc1nn(-c2ccccc2)c(C)c1C(=O)OCC(=O)N1CCN(S(=O)(=O)c2ccccc2)CC1,-2,29,-3,0,102,110,-1,-3,104,-24,-1
CC1=NN(c2ccc(C(=O)OC(C)C)cc2)C(=O)/C1=C\C=C\c1ccco1,-3,17,0,-7,95,99,-8,-9,93,-19,-5
CN(C)CCCNC(=O)c1cc(Br)ccc1Cl,-4,8,0,-2,97,99,-5,-2,103,-24,-1
Cc1cc(S(=O)(=O)N2CCCC(C(=O)Nc3ccc(C(=O)O)cc3)C2)ccc1Cl (stereo not drawn),-2,27,-5,-5,100,104,-2,-5,100,-6,-2
COC(=O)c1ccccc1NC(=O)c1sc(N)nc1C,0,13,0,-3,96,97,-1,-2,97,1,0
Cc1ccccc1Cn1cnc2c(nnn2Cc2ccc(F)cc2)c1=O,-5,22,-9,-9,100,100,-5,-7,98,0,-20
CCCC(c1nnnn1C(C)(C)CC)N(Cc1ccco1)Cc1cc2ccc(OC)cc2[nH]c1=O (stereo not drawn),-3,33,-11,-12,104,103,0,0,102,-16,-13
COc1nc(N)nc(NC23CC4CC(CC(C4)C2)C3)n1,-2,22,-11,-8,97,100,-4,-5,99,-11,-7
O=C(Nc1ccc2c(c1)OCCO2)C1CCN(C(=O)c2ccc([N+](=O)[O-])cc2)CC1,3,11,0,0,100,98,0,-3,101,0,-1
CCN(/C=N/c1sc2c(c1C#N)CC(C)(C)NC2(C)C)CC,2,17,-2,-1,99,99,2,1,96,-18,-13
CCNC(=O)c1sccc1-n1cccc1,-8,26,-15,-11,102,102,-5,-11,102,-46,-22
COc1ccc(OC)c(/C=N/NC(=O)C(=O)N2CCCC2)c1,-6,14,-4,-8,105,103,-4,-5,102,-25,-7

# Arranged by SMILES length (low to high): part of the list above.
SMILES,Bim-Mcl-1,GSH bead fluor,Bcl-2 Bim block,Bim-Bcl-B,RGS7-Gao reg,RGS8-Gao,Bcl-W Bim block,Bcl-XL Bim block,RGS4-Gao reg,Mcl1-Bid inh,Bim-Bfl-1
COC(=O)c1ccccc1NC(=O)c1sc(N)nc1C,0,13,0,-3,96,97,-1,-2,97,1,0
CCCC(c1nnnn1C(C)(C)CC)N(Cc1ccco1)Cc1cc2ccc(OC)cc2[nH]c1=O (stereo not drawn),-3,33,-11,-12,104,103,0,0,102,-16,-13
Cc1nn(-c2ccccc2)c(C)c1C(=O)OCC(=O)N1CCN(S(=O)(=O)c2ccccc2)CC1,-2,29,-3,0,102,110,-1,-3,104,-24,-1

# Continued.
SMILES,Bim-Mcl-1,GSH bead fluor,Bcl-2 Bim block,Bim-Bcl-B,RGS7-Gao reg,RGS8-Gao,Bcl-W Bim block,Bcl-XL Bim block,RGS4-Gao reg,Mcl1-Bid inh,Bim-Bfl-1
Cc1cccc(N(C(=O)c2ccc(CN3CCOCC3)o2)C(C(=O)NC(C)(C)C)c2ccc(F)cc2)c1 (stereo not drawn),0,17,10,-4,104,104,-1,-6,103,-13,-1
CCCCOC(=O)c1ccc(S(N)(=O)=O)o1,2,7,1,-2,99,104,2,1,102,-29,1
Cc1ccc(Cl)cc1-n1c(=O)cc(N2CCN(C(=O)c3ccco3)CC2)[nH]c1=O,-4,18,-11,-3,99,98,-3,-4,100,-31,-3
COc1ccc(NC(=O)CN2C(=O)c3ccccc3Sc3ccc(C(=O)N4CCOCC4)cc32)c(OC)c1,-3,15,-3,-5,96,100,-3,-3,99,-23,-5
O=C(COC(=O)/C=C/c1ccc(F)cc1)Nc1cccc(S(=O)(=O)N2CCCC2)c1,0,23,-4,3,104,104,4,0,104,-29,-3
CCCC(=O)N(c1ccc(C(=O)O)cc1)c1nc(-c2ccccc2)c(C)s1,0,16,-2,-5,104,105,-1,-5,103,-21,-7
CCN(CC)S(=O)(=O)c1cc(C)ccc1NC(=S)Nc1cccnc1,-1,13,-2,-3,102,100,0,-3,100,-28,-3
COc1ccc(-c2nnn(CC(=O)OC3CCCCC3)n2)cc1OC,0,24,-2,-5,99,102,0,0,100,-35,-12
Cc1cccc(N(CC(N)=O)C2SC(=O)N(c3ccccc3)C2=O)c1 (stereo not drawn),-2,29,-3,4,98,98,-1,-1,102,-30,-1
CCOCCCNC(=O)NC(=O)CN1CCN(S(=O)(=O)c2ccc3c(c2)OCCO3)CC1,0,12,0,-2,u,99,0,-4,101,-23,-2
COc1ccc(OC)c(/C=C/C(=O)OCC(=O)Nc2ccc3c(c2)OCCO3)c1,-8,20,-10,-9,97,101,-6,-9,101,-10,-20
O=C(O)CC(NC(=O)C1CCCCC1)c1ccc(OC2CCCC2)cc1 (stereo not drawn),1,9,-2,-3,103,105,-2,0,101,3,-8
Cc1cc(C)nc(N2CCCC(C(=O)NCCc3ccccc3F)C2)n1 (stereo not drawn),0,8,0,0,107,104,0,-3,111,-5,0
CC(=O)Nc1ccc(NC(=O)N2CCCCC2)cc1,0,35,-2,-7,98,104,0,-2,101,5,-10
O=C(Nc1ccc(Cl)c(C(F)(F)F)c1)N1CCCC(O)C1 (stereo not drawn),-1,14,-1,-5,112,96,-5,-4,94,-7,0
CCCc1[nH]nc2c1C(C1CCCCC1)C(C#N)=C(N)O2 (stereo not drawn),0,23,-4,-7,118,104,3,-3,104,6,-10
COc1ccc(CNC(=O)Nc2ccc(C)cc2)cc1,3,13,-7,-5,101,99,4,-1,102,5,-6
Nc1nc(SCC(=O)NCc2ccc3c(c2)OCO3)n[nH]1,1,18,0,-5,98,101,0,-2,98,-21,-1
COc1ccc(F)cc1CN1CCN(C(=O)CCC(=O)Nc2nnc(C(C)C)s2)CC1,0,10,0,-2,105,103,-1,2,102,-10,0
COc1cc(O)cc2occ(-c3ccc(O)cc3)c(=O)c12,-1,19,-4,1,101,102,2,1,104,-11,-5
COc1cc(Cl)c(C)cc1NC(=O)CCCN1C(=O)CCC1=O,-70,31,-9,-25,95,98,2,4,97,-43,-9
COCCNC(=O)c1ccc(CN2CCc3ccccc3C2)cc1,-3,11,-1,-8,108,101,0,-5,107,-1,-1
COc1cccc(C(=O)Nc2ccc(N(C)C)cc2)c1OC,-5,19,0,-2,101,97,1,-3,98,-42,0
O=C(C1CCN(S(=O)(=O)c2cnc[nH]2)CC1)N1CCN(c2ncccn2)CC1,0,10,-4,-3,101,102,3,-3,102,-27,-7
COC(=O)c1cn(-c2ccccc2)nc1C(=O)OC,0,48,-9,-10,95,100,2,6,101,11,-7
CC(C)NC(=O)CSc1nc2ccccc2n1-c1ccccc1,-2,29,-7,-2,101,92,-5,-4,98,-5,-1
O=C(Nc1ccccc1)c1ccc(NCCc2ccccc2)c([N+](=O)[O-])c1,-6,12,-6,-8,99,101,-8,-9,99,-3,-10
CCOC(=O)c1c(/N=C/c2ccc(C)cc2O)sc2c1CCC2,-5,16,-3,-18,102,97,-6,-6,102,-21,-6
CC12CCC(C(=O)N3CCCCC3)(CC1=O)C2(C)C (stereo not drawn),0,9,0,0,85,80,3,0,80,-22,5
O/N=C1/CC/C(=N\O)c2nn(-c3ccccc3)nc21,0,37,-6,-7,101,100,0,-4,100,-1,-8
CCCS(=O)(=O)N1CCN(S(=O)(=O)c2ccccc2[N+](=O)[O-])CC1,-4,10,1,0,103,103,-5,-8,105,-18,2
Cn1cnnc1SCC(=O)Nc1sc2c(c1C(N)=O)CCC2,-1,63,-4,-8,95,98,1,3,96,-64,4
O=C(Oc1cccc(C(=S)N2CCOCC2)c1)c1cccc([N+](=O)[O-])c1,-5,13,-4,-11,109,105,-6,-6,105,-52,-8
O=C(NCCc1c[nH]c2ccccc12)C(=O)NCC(c1ccco1)N1CCN(c2ccccc2F)CC1 (stereo not drawn),-2,4,-2,-3,125,86,0,-4,103,-47,0
N#Cc1ccc(OCc2nnc3n2CCCCC3)cc1,-2,10,-2,-1,u,102,-1,0,103,-34,-4
COc1ccccc1NS(=O)(=O)c1ccc(C)c(C(N)=O)c1,2,7,-4,-3,104,104,4,-2,101,-22,-8
Cc1ccc(C(=O)OCC(=O)N2CC(=O)Nc3ccccc32)s1,0,24,0,1,100,103,2,3,101,-28,0
CCc1cccc2c(C#N)cn(CCOc3ccccc3OC)c12,1,20,-2,-1,97,98,-2,0,99,-6,0
CCCNc1nc(Cl)nc(NC(C)(C)C)n1,0,16,-4,-3,100,101,0,0,102,-4,-5
CCN=C1NN=C(c2ccc(C)cc2)CS1,0,14,4,2,97,89,1,-1,96,-70,9
CC(=O)c1ccc(S(=O)(=O)Nc2ccc(-c3cn4c(n3)SCC4)cc2)cc1,2,11,-2,-4,84,90,-1,-3,87,-30,-5
CC(=O)N=c1ncn(CC(COC(C)=O)OC(C)=O)c2nc[nH]c12 (stereo not drawn),1,9,1,-4,99,99,2,0,99,-32,2
CC(C)(C)NS(=O)(=O)c1ccc(CCC(=O)O)cc1,0,33,-8,-5,104,102,2,-10,102,-10,-11
Cc1ccc(/C=C(\C#N)C(=O)N2CCCC2)c(C)c1,2,13,4,2,98,101,-1,-2,101,-2,4
Cc1ccc(N/C=C/C(=O)C(C)(C)C)c(O)c1,0,25,-8,-4,99,98,1,4,99,-20,-8
COc1ccc(Cc2nc(-c3ccc(-n4cccc4)cc3)no2)cc1,1,18,-7,-4,99,97,0,-3,95,15,-9
CC(C)C(NC(=O)OCc1ccccc1)C(=O)NC1CCCCC1 (stereo not drawn),0,16,-4,-6,97,97,-5,-6,99,-13,-12
CCOc1nnc(C)c2c(C)n(-c3ccc(Cl)cc3)nc12,0,9,2,1,100,99,-3,-1,96,-36,-1
CCOc1ccc(NC(=O)C(=O)NCc2ccncc2)cc1,0,14,-1,0,99,96,0,-3,95,-27,-2
CNC(=O)C1CCC(=O)N1Cc1ccccc1Cl (stereo not drawn),-3,36,-8,-4,105,108,-2,-23,107,-3,-11
CCN(CC)C(=O)CSc1nnc(CCN)o1,-2,24,-11,-9,100,100,-2,-7,100,-23,-17
CC1(C)CC(=O)C2=C(C1)OC(c1cccs1)C(C#N)=C2N (stereo not drawn),1,41,-10,-6,103,99,0,1,102,-26,-6
CCOC(=O)c1ccc(NC(=O)CSc2nnc(CNc3ccc(C)cc3)n2C)cc1,x,74,u,x,101,103,x,x,101,-34,x
Cc1nn(-c2ccccc2)c(N2CCCCC2)c1/C=N/O,0,5,-1,-2,103,101,0,0,107,-28,-3
N#Cc1c(-c2ccccc2)nc(SCC(=O)Nc2ccccc2F)[nH]c1=O,-1,7,0,-14,92,98,-2,2,91,-14,1
O=C1NC(CCc2ccccc2)C(=O)N1CCOc1ccccc1 (stereo not drawn),3,10,0,0,u,98,2,3,100,-10,-4
Cc1[nH]c2ccccc2c1/C=N/NC(=O)C1CC1(c1ccccc1)c1ccccc1 (stereo not drawn),-3,9,-6,-9,148,107,2,-7,142,-4,-1
COc1ccc(NC(=O)c2c(C(F)(F)F)nn(C)c2SCc2ccccc2)cc1,1,24,-9,-4,107,103,0,-4,103,7,-8
COC(=O)C1=C(C)NC(C)=C(C(=O)OC)C1c1ccccn1,-1,32,-11,-9,101,100,-3,-8,101,-6,-17
O=C(NCc1ccco1)N1c2ccccc2Sc2ccccc21,0,24,0,4,99,90,-1,-1,100,-26,0
CCOc1ccc(NC(=S)N2CCCN(Cc3cccc(Cl)c3)C2)cc1,0,13,0,-4,102,102,-2,-1,100,-27,-4
